# Bioassay records from PubChem BioAssay.
# HT1080 IDH1KD tx: HT-1080 IDH1 knockdown cell toxicity (counter line) | AID 686971 | HT-1080 IDH1 knockdown viability, ATP luminescence, 48 h | Potency, µM (top dose mostly 46.1 µM), inactives show at the top dose activity, negative = toxicity, usual class: cytotoxic | hit rate 2% among 360,000;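 further: potency means the concentration at half of the fitted maximal effect; 0% = DMSO wells and -100% = cell-free medium wells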
#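 IDH1KD HT-1080 cells, 750/well, RPMI + 5% FBS; compound pinned after 2 h settling; 48 h, 37 °C; CellTiter-Glo luminescence; % activity normalised to DMSO and no-cell wells; curves fitted, classed by r2 and efficacy.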
# IL-1B inflam inh: inhibitors of inflammasome signaling (IL-1 beta secretion); AID 743279; activity change, % at 57.5 µM; THP-1 LPS/ATP IL-1B secretion, AlphaLISA, 16 h; active compounds read low; hit rate 4.7% among 360,000; in the data active means activity change below about -50%; inconclusive means mostly about -30% to -49%; further: on the % scale 0 is the no-effect control and ±100 the full control effect
#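 THP-1 cells pretreated 1 hr with compounds (up to 57.5 uM final), then stimulated with LPS (250 ng/mL final) plus ATP (1.25 mM final); secreted IL-1B measured by AlphaLISA after 16 hr, decreased signal indicating inhibition.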
# KB-V1 cytotox: KB-V1 MDR subline cytotoxicity. Potency, µM (doses to about 46.1 µM), for the others: at the highest dose activity change, negative = cytotoxicity, usual class: cytotoxic. AID 1347076. hit rate 3.4% among 400,000. KB-V1 MDR cells viability, CellTiter-Glo, 72 h; further: potency means the concentration at half of the fitted maximal effect; on the % scale 0 is the no-effect control and ±100 the full control effect; nearly all actives have a fitted effect of over 60% in size
#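 Compound-treated KB-V1 multidrug-resistant cells, 72 h, 37 degrees C; viability by CellTiter-Glo. Fitted qHTS curves give the values.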
# HT1080-NT tox: kills 2HG-producing HT-1080-NT fibrosarcoma cells; hit rate 1.6% among 360,000; HT-1080-NT fibrosarcoma viability, CellTiter-Glo ATP luminescence, 48 h; Potency, µM (doses to about 46.1 µM), without a hit: at the top dose activity, negative = less viability, most hits filed as cytotoxic; AID 686970;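 further: NT is the 2HG producing partner of a matched IDH1 knockdown line; potency means the concentration at half of the fitted maximal effect; 0% = DMSO-treated cells and -100% = media-only wells without cells; nearly all actives have a fitted effect of over 55% in size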
#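 A 48-hour cytotoxicity screen used HT-1080-NT cells plated 2 hours before compound delivery. ATP-based CellTiter-Glo luminescence measured viability, normalized to DMSO and no-cell controls.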
# KB-3-1 cytotox: KB-3-1 parental cell cytotoxicity; Potency, µM (highest dose often 46.1 µM), for inactives: at the top dose activity change, negative = cytotoxic, most hits filed as cytotoxic; KB-3-1 viability, CellTiter-Glo ATP luminescence, 72 h; hit rate 1.4% among 400,000; further: potency means the concentration at half of the fitted maximal effect; on the % scale 0 is the no-effect control and ±100 the full control effect; nearly all actives have a fitted effect of over 60% in size
#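 Cytotoxicity in the drug-sensitive parental line KB-3-1 was scored as loss of CellTiter-Glo luminescence following 72 h incubation with compound. Values come from curve fitting of normalized concentration-response data.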
# DRD3 agonist: activates the human D3 dopamine receptor; P35462; D3R DiscoveRx beta-arrestin cells, luminescence, 90 min; hit rate 0.58% among 410,000; max activation, %; AID 652048; in the data active means max activation above about 30%; further: 0% is about no effect; mostly tested at two doses, the higher about 12 µM
# Target sequence (P35462 whole entry, looked up): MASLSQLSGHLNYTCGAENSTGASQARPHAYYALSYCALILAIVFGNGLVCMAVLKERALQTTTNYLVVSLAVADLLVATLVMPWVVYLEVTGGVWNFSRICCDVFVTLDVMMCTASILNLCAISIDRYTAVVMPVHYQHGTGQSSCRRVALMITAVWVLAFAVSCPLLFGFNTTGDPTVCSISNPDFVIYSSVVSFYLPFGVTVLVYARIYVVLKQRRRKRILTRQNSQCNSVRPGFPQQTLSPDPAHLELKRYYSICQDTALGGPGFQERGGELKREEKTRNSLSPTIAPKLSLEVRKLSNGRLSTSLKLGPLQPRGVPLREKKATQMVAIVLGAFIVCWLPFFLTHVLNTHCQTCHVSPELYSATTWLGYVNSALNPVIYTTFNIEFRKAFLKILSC
#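 Agonist mode: compounds and dopamine controls were applied to plated cells for 90 min at 37 degrees C after an overnight attachment at 1500 cells/well. Luminescent read-out followed 30 - 60 minutes at room temperature with DiscoveRx detection reagent.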
# D3 antag: blocks the human D3 dopamine receptor. P35462. D3R cells, DiscoveRx beta-arrestin luminescence, antagonist mode; active compounds read low. max response, negative = inhibition, %. hit rate 2.5% among 360,000. AID 652054; in the data active means max response below about -50%; inconclusive means no clear call, values can overlap the other calls; further: on the % scale 0 is the no-effect control and ±100 the full control effect; mostly tested at two doses, the higher about 12 µM
#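 Cells plated overnight at 1500 cells/well, then exposed to library compounds with dopamine controls for 90 minutes at 37 degrees C. DiscoveRx reagent added for 30–60 minutes at room temperature; luminescence read, quantitative HTS format.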
# SW480 rereplic: DNA re-replication induction in SW480 cells; Potency, µM (titrated, usually from 46.1 µM), for inactives: top-dose re-replication activation, usual class: activators; SW480 DNA re-replication, Hoechst DNA content imaging, 48 h; AID 624297; hit rate 1.8% among 340,000; further: potency means the concentration at half of the fitted maximal effect; % of control where 0% means no effect; nearly all actives have a fitted effect of over 55% in size
#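 First, 250 cells per well were seeded. Next, compound or vehicle (23 nL) was pinned in, plates sat 48 hr at 37 C. Finally Hoechst was added for 40 min before fluorescence scanning.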
# GLP-1R agonist: activates the human GLP-1 receptor. P43220. HEK293 GLP-1R CRE-luciferase, luminescence, 4-6 h; cells express a hypersensitive GLP-1R form. Potency, µM (top dose mostly 45.6 µM), inactives show at the top dose activation, most hits filed as activators. hit rate 0.007% among 380,000. AID 624172; further: potency means the concentration at half of the fitted maximal effect; % of control where 0% means no effect
# Target sequence (P43220 whole entry, looked up): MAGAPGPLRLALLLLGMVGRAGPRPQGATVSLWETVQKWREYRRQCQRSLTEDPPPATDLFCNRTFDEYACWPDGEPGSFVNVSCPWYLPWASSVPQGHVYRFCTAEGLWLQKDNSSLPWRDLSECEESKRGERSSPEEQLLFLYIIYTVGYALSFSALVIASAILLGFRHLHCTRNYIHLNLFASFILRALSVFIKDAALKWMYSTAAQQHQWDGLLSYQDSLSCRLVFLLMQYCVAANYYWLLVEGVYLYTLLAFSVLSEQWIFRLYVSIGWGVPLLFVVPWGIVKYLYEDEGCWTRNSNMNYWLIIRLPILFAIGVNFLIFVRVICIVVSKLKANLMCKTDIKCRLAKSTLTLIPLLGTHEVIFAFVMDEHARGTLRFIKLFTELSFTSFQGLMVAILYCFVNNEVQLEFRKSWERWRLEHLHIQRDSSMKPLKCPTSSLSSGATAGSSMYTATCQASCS
# Numbers without * were called inactive; ? = inconclusive; . = no result given; & = joins results of further samples; [ ] = dose if it differs, or a comment. Unless noted, the call rests on the fitted dose curve; in most records, active means well fitted curve in the direction sought with a large enough effect; inconclusive means small, poorly fitted or top-dose-only effect, or another doubt; inactive means no such curve, though single readings can be large; an effect the other way counts as inactive or inconclusive.
SMILES,HT1080 IDH1KD tx,IL-1B inflam inh,KB-V1 cytotox,HT1080-NT tox,KB-3-1 cytotox,DRD3 agonist,D3 antag,SW480 rereplic,GLP-1R agonist
O=C(NC1(C(F)(F)F)C(=O)Nc2c1c(=O)[nH]c(=O)n2Cc1ccccc1)c1ccco1 (configuration not stated),-6%,-17,15%,-1%,-1%,-2,25,-2%,-12%
Cn1ncc(Cl)c1C(=O)Nc1nc2ccc(Cl)cc2s1,-3%,17,0%,-5%,-18%,5,22,-2%,0%
CC(c1ccccc1)N1CC(C(=O)O)CC1=O (configuration not stated),9%,27,-1%,5%,-5%,5,1,-23%,-2%
O=C(Oc1ccccc1N1C(=O)C2CCCCC2C1=O)c1ccc(Cl)cc1 (configuration not stated),0%,46,3%,1%,11%,-4,26,-5%,-2%
COc1ccccc1N1CCN(C(=O)c2cc3cc(C)ccc3[nH]2)CC1,?,-29,?,-23%,5%,1,17,-2%,0%
Cc1cccc(NC(=O)C2CC(=O)N(Cc3ccccc3)C2)n1 (configuration not stated),1%,-6,-9%,-4%,?,-2,7,9%,4%
COc1ccc(N2CC(O)=C(c3nc(-c4ccccc4)cs3)C2=N)cc1,-21%,38,1%,-11%,?,-13,4,-17%,-2%
Cn1nnnc1NCc1cccc(Cl)c1,-1%,-3,?,2%,1%,7,-3,-9%,-3%
Cc1ccc2cc(CN(CC3CCCO3)C(=O)c3cccs3)c(=O)[nH]c2c1 (configuration not stated),0%,-7,-24%,8%,0%,3,8,-1%,3%
COC1(OC)C(/C=C/c2ccc(Cl)cc2)C(C#N)(C#N)C1(OC)OC (configuration not stated),21µM*,-102*,?,-23%,?,-1,?,?,-7%
CSc1sc(C)cc1C=O,8%,37,7%,11%,-13%,2,9,-8%,-1%
CC1=C/C(=C(\c2cc(C)c(O)c(Br)c2)c2ccccc2S(=O)(=O)O)C=C(Br)C1=O,?,-81*,?,?,?,-22,-52*,4%,-4%

# Next section; the last three above are carried over.
SMILES,HT1080 IDH1KD tx,IL-1B inflam inh,KB-V1 cytotox,HT1080-NT tox,KB-3-1 cytotox,DRD3 agonist,D3 antag,SW480 rereplic,GLP-1R agonist
COC1(OC)C(/C=C/c2ccc(Cl)cc2)C(C#N)(C#N)C1(OC)OC (configuration not stated),21µM*,-102*,?,-23%,?,-1,?,?,-7%
CSc1sc(C)cc1C=O,8%,37,7%,11%,-13%,2,9,-8%,-1%
CC1=C/C(=C(\c2cc(C)c(O)c(Br)c2)c2ccccc2S(=O)(=O)O)C=C(Br)C1=O,?,-81*,?,?,?,-22,-52*,4%,-4%
Cc1ccc(CSc2nnc(-c3ccncc3)n2N)cc1,10%,18,20%,12%,-4%,-6,11,-19%,4%
COc1ccc(CCN2CC(C(=O)NCCc3cccc(F)c3)CCC2=O)cc1 (configuration not stated),0%,-6,-14%,-6%,0%,-1,-16,-12%,-8%
O=C1N(c2ccccc2C(F)(F)F)O[C@@]1(c1ccccc1)C1CCCC1,-1%,-22,0%,-6%,-20%,1,5,-5%,0%
N/C(=N\O)c1cccc(CS(=O)(=O)c2ccccn2)c1,19%,11,-15%,16%,0%,-9,0,1%,-4%
Cc1ccc2nc(NC(=O)CSc3nc(=O)n(CCN(C)C)c4c3CCCC4)sc2c1,3%,-3,0%,0%,15%,-1,-4,13%,0%
COc1cccc(NC(=O)CN2C(=O)CSc3nc(C)cc(C)c32)c1,-2%,16,1%,12%,0%,-3,12,4%,1%
CCOc1cc(C(=S)N2CCOCC2)ccc1O,8%,21,20%,13%,-1%,0,44,-6%,-3%
COc1cccc(CN2CCC2(C)C(=O)Nc2cccc(NS(C)(=O)=O)c2)c1OC (configuration not stated),0%,-5,-8%,-8%,-1%,-5,0,.,13%
CCN(CC)CCn1c(=O)n(-c2ccc(Cl)cc2)c(=O)c2c3c(sc21)CN(C)CC3,-21%,-25,3%,-29%,-2%,1,-2,?,6%
O=C(CCC(=O)c1ccc(Br)cc1)Nc1cccc(C(F)(F)F)c1,-5%,-4,-7%,-7%,-3%,-20,-2,-3%[9.22 µM],0%
Nc1c(S(=O)(=O)c2ccccc2)c2nc3ccccc3nc2n1/N=C/c1cccc(O)c1,-3%[9.24 µM],-72*,?,-30%,?,1,25,7%,-5%
O=C(C1CCCCC1)N(CCN1CCCC1)c1nc2ccccc2s1,12%,0,?,16%,-3%,-7,-23,-7%,-1%
O=C(O)CCCN=CC1=C(O)CNC1=O,16%,-8,9%,18%,0%,4,8,-1%,0%
O=C(O)c1ccc(/C=C2/SC(=S)N(Cc3ccccc3)C2=O)cc1,5%,20,12%,-1%,?,2,2,-7%,9%
CCOC(=O)c1c(C)c(C)n(Cc2cccc(OC)c2OC)c1C,-4%,-11,?,-1%,-16%,-3,-15,?,10%
CCN(CC)CCCNc1oc(/C=C/c2ccccc2)nc1C#N,-3%,0,-12%,-3%,-5%,-2,0,21µM*,4%
CCS(=O)(=O)N1CCN(C(=O)c2cccs2)CC1,0%,39,-21%,-7%,-2%,2,35,-9%,-3%
CCOC(=O)CN(C(=O)CSc1nnc(C)n1-c1ccccc1)c1ccccc1,-1%,-14,?,4%,7%,-1,12,0%,6%
Nc1nc(Cl)cc(N2CCCC2)n1,0%,-1,-1%,6%,11%,1,11,-11%,8%
Cn1c(=O)c2c(nc(CN3CCCCC3)n2Cc2c(F)cccc2Cl)n(C)c1=O,12%,12,-3%,2%,20%,-1,20,-1%,-1%
Cc1ccc2c(c1)sc1nc(=O)n(-c3cccc(Cl)c3)c(=O)n12,15%,0,0%&8%,3%,17%&-5%,0&5,4,0%,-8%
CCC(C)N(C(=O)CSc1ccc(NC(C)=O)cc1)C1CCS(=O)(=O)C1 (configuration not stated),-6%,-14,-19%,-2%,-1%,-6,-19,-4%,17%
Cc1c(C(=O)N2CCN(C3CCS(=O)(=O)C3)CC2)oc2c(F)cccc12 (configuration not stated),-20%,0,0%,0%,-12%,1,-10,?,-2%
CCCCN(CCCC)CCCNC(=O)c1ccc2nc(-c3ccccc3NC(C)=O)c(=O)[nH]c2c1,-16%,-4,7%,-15%,-1%,-4,-4,1%,9%

# One compound at a time (already shown):
# Shown for CCOC(=O)c1c(C)c(C)n(Cc2cccc(OC)c2OC)c1C = HT1080 IDH1KD tx = -4%; IL-1B inflam inh = -11; KB-V1 cytotox = ?; HT1080-NT tox = -1%; KB-3-1 cytotox = -16%; DRD3 agonist = -3; D3 antag = -15; SW480 rereplic = ?; GLP-1R agonist = 10%
# Shown for CCCCN(CCCC)CCCNC(=O)c1ccc2nc(-c3ccccc3NC(C)=O)c(=O)[nH]c2c1 = HT1080 IDH1KD tx = -16%; IL-1B inflam inh = -4; KB-V1 cytotox = 7%; HT1080-NT tox = -15%; KB-3-1 cytotox = -1%; DRD3 agonist = -4; D3 antag = -4; SW480 rereplic = 1%; GLP-1R agonist = 9%

# Next results:
SMILES,HT1080 IDH1KD tx,IL-1B inflam inh,KB-V1 cytotox,HT1080-NT tox,KB-3-1 cytotox,DRD3 agonist,D3 antag,SW480 rereplic,GLP-1R agonist
O=C(O)c1ccc2c(c1)C(=O)N(C(Cc1ccccc1)C(=O)O)C2=O (configuration not stated),10%,4,22%,13%,-7%,-9,-16,16%,0%
Cc1cc(C)cc(NC(=O)CN2CCN(CCN=CC3=C(O)CC(C)(C)CC3=O)CC2)c1,10%,0,24%,8%,5%,-8,3,-1%,-2%
CCOC(=O)C1C(=O)NC(N2CCN(Cc3ccccc3)CC2)=NC1c1ccco1 (configuration not stated),5%,5,-12%,-21%,-8%,-1,5,1%,4%
O=C(N1CCN(c2ccccn2)CC1)N1c2ccccc2Sc2ccccc21,0.89µM*,34,1.8µM*,0.89µM*,0.58µM*,-14,?,0.65µM*,14%
CC(C)N(C)c1ncnc2c1ncn2[C@H]1CN(Cc2ccc(-c3ccccc3)cc2)C[C@@H](CO)O1,?,-13,3%,23µM*,0%,10,15,.,-5%
COc1cccc(CNC(=O)Cn2ccc3cc(S(=O)(=O)N4CCCC4)ccc32)c1OC,0%,-10,-16%&10%,-2%,16%&-18%,1&3,-17,20%,-4%
O=C(C1CC1)N1CCc2cc(S(=O)(=O)N(CCO)Cc3ccccc3)ccc21,?,-8,?,-17%,-1%,-7,7,-2%,30%
COc1cccc(-c2cc(C(=O)NC3CC3)c3ccccc3n2)c1,-2%,7,16%,-2%,10%,6,20,-12%,11%
COCCNC(=S)N1CCCN(c2nc3cc(C)ccc3cc2C#N)CC1,2%,4,?,2%,-12%,3,3,-5%,1%
Nc1ccc(C(=O)Nc2ccco2)cc1,-2%,-10,-15%,-8%,1%,2,18,0%,13%
CCc1ccc(NC(=O)CN2CCc3ccccc3C2)cc1,2%,-5,11%,9%,7%,-2,-65*,3%,12%
Cc1cc(SCC(=O)Nc2cccc(S(N)(=O)=O)c2)c(C)cc1Br,-9%,10,?,0%,6%,5,?,3%,10%
CCCCCc1c2c(cc(O)c1C(=O)O)OC(=O)c1cc(C(=O)CCCC)c(OC)cc1O2,?,-3,0%,-9%,0%,-16,-21,-11%,-5%
